Assay outcomes as filed in PubChem.
HIV peptide binding: inhibitors of HIV fusion peptide binding, primary screen, biochemical, uHTS, fluorescence dequenching (AID 1986) | cell-free peptide binding, fluorescence dequenching, 30 min; higher % means a stronger effect | actives 0.3% (n = 290,000) | inhibition, % at 20 µM, or IC50 in µM where a hit was titrated; in the data active = inhibition mostly above about 52%, no sharp cut-off; inactive = mostly below about 76%; also: some results filed as inactive read as strong as hits
NOD1 NF-kB reporter: NOD1 signaling inhibitors, primary screen, cell-based, luminescence, uHTS (AID 1578); one-dose inhibition, % at 4 µM; EC50 in µM for titrated hits; NOD1-driven NF-kB luciferase reporter cells, luminescence; higher % means a stronger effect; actives 1% (n = 290,000); in the data active = inhibition mostly above about 36%, no sharp cut-off; inactive = mostly below about 34%;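 also: HEK-293T reporter cells stimulated with the NOD1 agonist gamma-tri-DAP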
GPR55 antagonists: GPR55 antagonists blocking LPI-driven arrestin recruitment, primary screen, imaging, U2OS, beta-arrestin-GFP, LPI agonist (AID 2013); G-protein coupled receptor 55 (Homo sapiens); U2OS GPR55 beta-arrestin-GFP translocation imaging, LPI antagonism; higher % means a stronger effect; inhibition, % at 10 µM; hits with a dose series show IC50 in µM; actives 0.13% (n = 290,000);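 active = spots per cell inhibited over 60%, with over 100 cells counted and total cytoplasm intensity under 500,000; inconclusive = wells with under 100 cells, flagged as likely toxic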;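 also: U2OS cells stably carrying GPR55 and arrestin-GFP stimulated by 5 µM LPI near EC80; imaged beta-arrestin-GFP aggregate spots per cell after agonist stimulation; plate controls were LPI-stimulated DMSO wells for no effect and DMSO wells without LPI for full effect; some results filed as inactive read as strong as hits; confirmed hits need IC50 under 10 µM and bright autofluorescent wells are also inconclusive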
GPR55 activation: GPR55 agonists via beta-arrestin recruitment, primary screen, imaging, U2OS cells, beta-arrestin-GFP redistribution (AID 1961); G-protein coupled receptor 55 (Homo sapiens); U2OS GPR55 beta-arrestin-GFP redistribution imaging; higher % means a stronger effect; activation, % at 10 µM; hits with a dose series show EC50 in µM; actives 0.048% (n = 290,000);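 active = activation above 40% with more than 50 cells counted in the well; inconclusive = wells holding fewer than 50 cells, flagged as toxic or sparse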;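 also: U2OS osteosarcoma cells stably expressing GPR55 and beta-arrestin-GFP; plate controls were DMSO negative control for no effect and LPI positive control for full effect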
West Nile antiviral: West Nile virus antiviral activity, cell-based, CPE readout (AID 1621) | West Nile virus-infected cells, CPE inhibition; higher % means a stronger effect | actives 0.02% (n = 290,000) | CPE inhibition, % at 10 µM, or IC50 in µM where a hit was titrated; in the data active = a potency from the dose series; inconclusive = CPE inhibition mostly from about 3.7% at the one dose, without a potency; inactive = the rest, 99 in 100 with CPE inhibition below about 2.2%; also: strong numbers were not always called active
KOR beta-arrestin-1: KOR antagonists, beta-arrestin recruitment, cell-based, luminescence, uHTS (AID 1778); Kappa-type opioid receptor (Homo sapiens); KOR beta-arrestin recruitment, luminescence, antagonist mode; higher % means a stronger effect; inhibition, % at 10 µM; hits with a dose series show IC50 in µM; actives 0.091% (n = 290,000); in the data active = inhibition above about 50%; also: strong numbers were not always called active
KOR beta-arrestin-2: KOR agonists, beta-arrestin recruitment, primary screen, cell-based, luminescence, uHTS (AID 1777) | KOR beta-arrestin recruitment, luminescence; higher % means a stronger effect | activation, % at 10 µM, or EC50 in µM where a hit was titrated | actives 0.02% (n = 280,000); in the data active = activation above about 50%, passing the limit was not always enough; also: a part of the inactive calls stands beside numbers as strong as those of hits
NS5 inhibitors: Dengue-2 NS5 methyltransferase inhibitors, primary screen, biochemical, confirmation dose response (AID 588689) | Genome polyprotein (Dengue virus type 2 (strain 16681-PDK53)) | Dengue-2 NS5 methyltransferase capping enzyme assay, biochemical; higher % means a stronger effect | inhibition, % at 25 µM, or IC50 in µM where a hit was titrated | actives 0.3% (n = 340,000); in the data active = a potency from the dose series; inconclusive = inhibition above about 29% without an active follow-up result
GPR35 arrestin U2OS: GPR35 antagonists blocking zaprinast-driven arrestin recruitment, primary screen, imaging, U2OS, beta-arrestin-GFP, zaprinast agonist (AID 2058); U2OS GPR35 beta-arrestin-GFP translocation imaging, zaprinast antagonism; higher % means a stronger effect; G-protein coupled receptor 35 (Homo sapiens); actives 0.052% (n = 290,000); inhibition, % at 10 µM; hits with a dose series show IC50 in µM;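 active = inhibition of at least 50% with at least 30 cells and total cytoplasm GFP at most 10,000,000; inconclusive = under 30 cells or total GFP of 10,000,000 plus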
NS5 inhibitors pilot replicate: second read-out of NS5 inhibitors, no call of its own (marks repeat the call); inhibition, %; measured here: pilot screen replicate inhibition
* marks the source's active call; other numbers are inactive results; ? = inconclusive; . = no result given; [ ] = dose if it differs, or a comment.

SMILES	HIV peptide binding	NOD1 NF-kB reporter	GPR55 antagonists	GPR55 activation	West Nile antiviral	KOR beta-arrestin-1	KOR beta-arrestin-2	NS5 inhibitors	GPR35 arrestin U2OS	others
Cc1ccc(C(CNC(=O)Nc2cccc(C)c2)N2CCN(C)CC2)cc1 (centres undefined)	-0.7%	25%	-1%	-0.3%	0.0%	-7%	6.6%	-4%	10%
CCCCN1CC(=O)N2[C@H](c3ccc(OC)cc3)[C@@H]3C(=O)N(CC)C(=O)[C@@H]3[C@]2(C)C1=O	-0.1%	10%	3%	-0.2%	-0.3%	-64%[20 µM]	-1.2%	1%	9%
O=C(CSc1nc(-c2ccccc2)ns1)NCC1CCCO1 (centres undefined)	0.7%	-15%	-18%	0.0%	-0.7%	4%	-4.3%	-2%	5%
CCOc1ccc(C(=O)OC2CCN(C)CC2)cc1	3.4%	-24%	4%	0.1%	-0.1%	-1%	-5.1%	5%	-1%
O=C(O)CCCN=C1CCCc2ccccc2N1	-2.0%	-2%	1%	0.3%	0.6%	-14%	-3.4%	-4%	-6%
CCOC(=O)C1=C(Cn2cnc3ccccc32)NC(=O)NC1c1cc(C)ccc1C (centres undefined)	-0.6%	22%	14%	0.0%	-0.1%	.	.	1%	-14%
CCC(CC)C(=O)N1CCN(c2cccc(C)c2C)CC1	-1.7%	42%	6%	-0.4%	-1.8%	.	3.0%	-6%	19%
COc1ccccc1/C=C/C(=O)NCc1cccnc1	-0.6%	-12%	-2%	0.3%	0.0%	-5%	-4.4%	0%	-12%
CC(C)C(O)(C(=O)NNc1ccccc1)C(C)C	-1.5%	-1%	-1%	0.4%	0.0%	27%	-1.7%	2%	11%
COC(=O)c1cc(-c2ccc(NC(C)=O)cc2)nc2ccccc12	-0.8%	-12%	16%	0.2%	0.2%	-8%	-3.4%	-1%	0%

In the list so far, these have four or more nitrogen atoms.
SMILES	HIV peptide binding	NOD1 NF-kB reporter	GPR55 antagonists	GPR55 activation	West Nile antiviral	KOR beta-arrestin-1	KOR beta-arrestin-2	NS5 inhibitors	GPR35 arrestin U2OS	others
Cc1ccc(C(CNC(=O)Nc2cccc(C)c2)N2CCN(C)CC2)cc1 (centres undefined)	-0.7%	25%	-1%	-0.3%	0.0%	-7%	6.6%	-4%	10%
CCOC(=O)C1=C(Cn2cnc3ccccc32)NC(=O)NC1c1cc(C)ccc1C (centres undefined)	-0.6%	22%	14%	0.0%	-0.1%	.	.	1%	-14%

More compounds
SMILES	HIV peptide binding	NOD1 NF-kB reporter	GPR55 antagonists	GPR55 activation	West Nile antiviral	KOR beta-arrestin-1	KOR beta-arrestin-2	NS5 inhibitors	GPR35 arrestin U2OS	others
Cc1ccc(/C=N/NC(=O)CSc2nc3ccccc3s2)o1	14%	-16%	10%	0.0%	-0.2%	-14%	6.7%	-1%	-3%
COc1ccc(-c2nnc3sc(COc4ccccc4)nn23)cc1	1.9%	9%	7%	0.6%	1.3%	7%	-1.4%	-9%	-5%	NS5 inhibitors pilot replicate=0.9
CC(CCc1ccccc1)NC(=S)NC(=O)c1ccco1 (centres undefined)	-0.7%	-37%	10%	0.1%	-0.9%	-24%	0.7%	-1%	-7%
O=C(Cc1cccs1)Nc1nc(-c2ccc(F)cc2F)cs1	-1.2%	-1%	1%	-0.1%	-0.8%	-2%	25%	-5%	-4%
Cc1ccc(N=Nc2c(N)nn3c(N)c(C#N)c(C)nc23)cc1	3.2%	-19%	8%	0.2%	0.0%	4%	-6.5%	-9%	-6%
Nc1ccccc1Oc1c(F)c(F)c(Oc2ccccc2N)c(F)c1F	-2.6%	37%	6%	-0.1%	-0.7%	-14%[20 µM]	.	-7%	17%
O=C(NCc1ccco1)C1(S(=O)(=O)c2ccccc2)CC=CC1	2.1%	-20%	13%	-0.2%	-0.3%	-32%[20 µM]	0.9%	-3%	-1%
Cc1ccc(S(=O)(=O)N(C)CC(=O)OCc2nnc(-c3ccccc3)o2)cc1	-2.7%	-6%	3%	0.3%	0.2%	-1%	.	1%	7%
COc1ccccc1NS(=O)(=O)c1cc(NC(=O)c2ccncc2)ccc1N1CCOCC1	-1.6%	53%	-3%	0.3%	-0.3%	-75%	6.3%	1%	14%
COc1ccc(-c2[nH]ncc2CN2CCC(OCc3cccnc3)CC2)c(F)c1	-0.5%	-28%	8%	0.3%	-0.4%	-28%	0.0%	.	-2%
CC(=O)Nc1cccc(-c2nnc3n2CC(C)S3)c1 (centres undefined)	-1.6%	-27%	1%	-0.4%	0.2%	7%	-2.3%	0%	4%
O=C(Nc1cccc(Cl)c1)N(CCCN1CCOCC1)Cc1ccccc1F	-1.1%	-25%	-2%	-0.4%	-0.9%	16%	25%	-2%	-6%
COc1ccc(CC(=O)N(Cc2ccccc2)C(C)C)cc1	-1.8%	8%	12%	-0.2%	-0.8%	0%	-4.4%	-2%	21%	NS5 inhibitors pilot replicate=2.7
CC(C)CCNC(=O)C(c1ccncc1)N(Cc1cccs1)C(=O)Cn1nnc(-c2ccc(F)cc2)n1 (centres undefined)	12%	-71%	-6%	-0.3%	-0.8%	7%	-8.9%	-6%	10%
CC(=O)OC1CC(C)N(C(=O)c2ccccc2)c2ccc(C)cc21 (centres undefined)	0.0%	-16%	-5%	-0.1%	1.3%	-14%	-3.3%	-11%	4%
COc1cccc(NC(=O)N2CCCC(C(=O)NC3CCCCC3C)C2)c1 (centres undefined)	0.7%	-18%	12%	-0.4%	-0.6%	-56%	5.9%	1%	4%
O=C(CNC(=O)C12CC3CC(CC(C3)C1)C2)OCc1cc(=O)n2cc(Br)ccc2n1	-0.9%	-22%	11%	-0.7%	-0.3%	1%	1.8%	8%	-4%
O=C(CSc1cc(Cl)ccc1Cl)NC1CCCC1	0.5%	-31%	0%	0.3%	-0.6%	-1%	-3.4%	5%	15%
COc1ccc(C)cc1S(=O)(=O)Nc1cccc(-c2ccc(N3CCCCCC3)nn2)c1	1.0%	14%	1%	-0.1%	0.9%	-22%	8.0%	8%	5%
Cc1ccccc1CSc1nnc(-c2ccccn2)n1N	0.6%	-37%	5%	0.0%	1.1%	-23%	0.7%	-3%	19%
Nn1c(SCC(=O)N2CCOCC2)nnc1-c1ccco1	0.3%	-19%	7%	0.1%	0.2%	-34%	1.5%	-1%	24%
O=C(/C=C/c1ccco1)N1CCC(Cc2ccccc2)CC1	2.7%	-34%	10%	-0.4%	-0.5%	11%	-5.0%	-7%	36%
COc1cc(C(CC(=O)N2CCOCC2)c2c(OC)cc(OC)c3ccc(=O)oc23)cc(OC)c1OC (centres undefined)	0.2%	-6%	2%	-0.1%	-0.1%	24%	-2.1%	3%	6%
COc1cccc(NC(=O)CSc2nnc(CN3CCOCC3)n2C)c1	0.8%	-6%	20%	-0.1%	0.5%	-7%	0.8%	-5%	0%
COC(=O)CCN(C(=O)c1cccc([N+](=O)[O-])c1)c1ccccn1	-0.8%	-18%	2%	0.2%	0.4%	-7%	-4.6%	1%	-5%
O=C(Cc1ccc([N+](=O)[O-])cc1)Nc1ccc(C(=O)N2CCOCC2)cc1	-1.1%	-35%	13%	0.0%	-0.2%	10%	2.1%	3%	-1%
Cc1ncc(CN2CCC(n3nccc3NC(=O)c3ccccc3)CC2)s1	0.6%	-35%	12%	-0.1%	-0.5%	16%	-0.5%	-9%	15%
CN1CCS/C1=C/C=C1/SC(=S)N(Cc2ccccc2)C1=O	137%	-13%	42%	-0.4%	-0.9%	18%	-6.0%	?	46%
CC1(C(=O)NC2CCCCC2)CCC(=O)N1Cc1cccnc1 (centres undefined)	-1.0%	-2%	2%	-0.3%	0.2%	13%	-2.7%	1%	0%
COc1ccc(OC)c(S(=O)(=O)Nc2cccc(-c3ccc4nncn4n3)c2)c1	-1.2%	-34%	5%	-0.1%	-0.6%	7%	-3.6%	-5%	-18%
Cc1nc2ccc(N=NC3=C(O)CCCC3=O)cc2s1	-1.8%	-20%	5%	0.2%	0.6%	22%	-1.7%	-9%	-2%
COc1ccc(NC(=S)Nc2cccnc2)c(OC)c1	-1.6%	-18%	16%	-0.9%	0.0%	-8%	-2.8%	-2%	3%
CCCn1cnc2sc(CC)cc2c1=O	2.1%	-52%	3%	-0.2%	-0.1%	-17%	2.8%	6%	-9%
O=S(=O)(Nc1cccc(-n2cnnn2)c1)c1ccccc1F	-0.8%	-22%	4%	-0.2%	0.6%	31%	1.5%	-3%	22%
O=C(CSc1ccc(Cl)cc1)NCc1ccncc1	2.1%	-3%	9%	-0.4%	-0.1%	4%	-4.9%	-3%	0%
O=C(NCCCc1ccccc1)c1ccccc1O	-2.7%	-8%	10%	-0.1%	-0.9%	-10%	11%	-7%	7%
Cc1cc(NS(=O)(=O)c2ccc(CC(C)C)cc2)no1	-0.9%	34%	4%	-0.2%	0.1%	-16%	1.5%	-6%	-5%
CCn1cc(C2C3=C(CC(C)(C)CC3=O)N(c3ccccc3)C3=C2C(=O)CC(C)(C)C3)c(C)n1	2.0%	-11%	12%	0.1%	-0.7%	22%	1.2%	22%	-3%
COc1ccccc1N1CCN(CC(=O)N2N=CCC2c2ccccc2)CC1 (centres undefined)	2.3%	-15%	12%	0.0%	-0.5%	.	-0.2%	0%	3%
O=C(CNCc1ccco1)Nc1cc(S(=O)(=O)N2CCOCC2)ccc1N1CCCC1	0.1%	-28%	-4%	-0.6%	0.3%	-4%	1.3%	-9%	8%
Cc1nonc1C1CCCN1Cc1nc(-c2ccccc2Cl)oc1C (centres undefined)	0.8%	-31%	1%	0.5%	-0.7%	-12%	8.5%	-4%	15%
COc1ccc(S(=O)(=O)N/N=C\c2ccc3c(c2)OCO3)c(OC)c1	-0.3%	28%	6%	0.2%	-0.4%	-22%	3.2%	4%	0%

These rows are one share of the data; the hit share may differ from the screen's.
